# RORg inh = inhibitors of mouse ROR gamma transcriptional activity; Drosophila S2 Gal4-RORgamma UAS-luciferase reporter, 20 h; Potency, µM (highest dose often 53.6 µM), for the others: at the top dose activity change, negative = inhibition, usual class: inhibitors; hit rate 5.4% among 310,000; P51450; note: potency is the fitted concentration of half-maximal effect; % is set by controls: 0 for no effect and ±100 for the full control effect; nearly all actives have a fitted effect of over 60% in size
# Target sequence (P51450 whole entry, looked up, the tested form may be a part): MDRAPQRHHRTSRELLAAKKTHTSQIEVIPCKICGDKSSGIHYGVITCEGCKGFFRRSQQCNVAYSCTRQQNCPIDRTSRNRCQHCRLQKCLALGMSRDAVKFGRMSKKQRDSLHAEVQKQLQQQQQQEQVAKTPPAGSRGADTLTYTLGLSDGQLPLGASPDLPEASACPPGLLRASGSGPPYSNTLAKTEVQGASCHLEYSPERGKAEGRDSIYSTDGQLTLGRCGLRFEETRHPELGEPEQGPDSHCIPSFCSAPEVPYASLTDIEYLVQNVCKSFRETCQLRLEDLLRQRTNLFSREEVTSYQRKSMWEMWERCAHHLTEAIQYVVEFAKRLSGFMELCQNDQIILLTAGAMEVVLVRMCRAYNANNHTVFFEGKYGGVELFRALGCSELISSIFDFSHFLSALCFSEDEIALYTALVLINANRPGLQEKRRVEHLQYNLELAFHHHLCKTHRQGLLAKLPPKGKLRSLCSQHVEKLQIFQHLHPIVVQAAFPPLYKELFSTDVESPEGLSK
#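 Stable Schneider cell line, Gal4 DNA-binding domain fused to ROR gamma, UAS-luciferase. Cmpd 1 hr RT → CuSO4 700 uM final → 20 hr RT → luciferase reagent 10 min → luminescence.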
# BRCA1 expr up = activators of BRCA1 expression. hit rate 1.1% among 380,000. AID 624202. Potency, µM (series often up to 46.1 µM), for inactives: at the highest dose activation, usual class: activators. MCF7-BRCA1-FFLuc reporter, luminescence, 48 h; response scale: scaled: vehicle 0%, 10 µM genistein 100%; note: potency is the fitted concentration of half-maximal effect; nearly all actives have a fitted effect of over 80% in size; some results filed as inactive show a strong effect at the top dose
#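 MCF7-BRCA1-FFLuc, 2000 cells/well; 2 h attach, 37 °C/5% CO2; compound 48 h; luciferase substrate 15 min; luminescence end-point. Norm. to genistein 10 microM max activation and DMSO; concentration-response curves fitted.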
# Giardia kill = kills Giardia lamblia; activity change, % at 7.66 µM, hits read low; AID 540267; Giardia lamblia trophozoite viability; hit rate 0.15% among 340,000; in the data active = activity change below about -80%; inconclusive = between about -30% and that limit;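 note: parasites exposed to compound for two days anaerobically before the ATP read; % is set by controls: 0 for no effect and ±100 for the full control effect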
#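 Trophozoites 100 cells/well + cpd; 48 hrs, 37 deg C, anaerobic. ATPLite 1-Step added, 15-30 min RT, luminescence read (ATP-based viability).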
# ELG1 genotoxic = induces genotoxicity in HEK293T cells with luciferase-tagged ELG1 | Potency, µM (top dose mostly 46 µM), for inactives: top-dose activity change, positive = activation, most hits filed as activators | HEK293T ELG1-luciferase reporter, luminescence, 16 h | hit rate 1.3% among 330,000; note: potency is the fitted concentration of half-maximal effect; % of control where 0% means no effect; nearly all actives have a fitted effect of over 60% in size
#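 Genotoxic stress is detected as increased luminescence from luciferase-tagged ELG1 in HEK293T cells, measured with ONE-Glo after a 16 hr treatment at 37 °C.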
# Rab9 promoter act = activators of Rab9 promoter | Potency, µM (titrated, usually from 9.22 µM), inactives show at the top dose activation, negative = inhibition, usual class: activators | Huh7 Rab9 promoter-luciferase reporter, luminescence, 24 h | hit rate 2.8% among 320,000 | AID 485297; note: potency is the fitted concentration of half-maximal effect; % of control where 0% means no effect; nearly all actives have a fitted effect of over 60% in size
#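 Measured in stably transfected Huh7 cells bearing a Rab9 promoter–luciferase construct: 24 h compound treatment at 37 °C, followed by luminescence detection.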
# Gal4-VP16 FLuc = counter-screen for ROR gamma inhibitors: Gal4-VP16 reporter; Drosophila S2 Gal4-VP16 UAS-luciferase, luminescence, 20 h; Potency, µM (top dose mostly 53.6 µM), without a hit: at the highest dose activity, negative = inhibition, most hits filed as inhibitors; hit rate 3.5% among 310,000;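 note: Gal4-VP16 expression switched on by copper sulfate through the metallothionein promoter; potency is the fitted concentration of half-maximal effect; % is set by controls: 0 for no effect and ±100 for the full control effect; nearly all actives have a fitted effect of over 50% in size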
# p53 reactivator = mutant p53 re-activation in reporter cells; AID 504706; hit rate 0.063% among 320,000; H1299 p53-A138V BP100-luciferase reporter, luminescence, 24 h; Potency, µM (titrated, usually from 92.2 µM), for inactives: top-dose activity change, positive = activation, actives largely listed as activators; note: potency is the fitted concentration of half-maximal effect; % of control where 0% means no effect; nearly all actives have a fitted effect of over 45% in size
#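 p53-null H1299 cells stably carrying temperature-sensitive p53-A138V and a BP100-luciferase reporter were pinned with compounds (4-point, 1:5 series) and held 24 hrs at 37 deg C. Luminescence was read 10 min after detection reagent.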
# Menin MLL FP TR = menin-MLL binding inhibition, Texas Red mutant peptide. O00255. Menin + Texas Red MLL mutant peptide, fluorescence polarization. Potency, µM (doses to about 61.6 µM), without a hit: at the top dose FP activity change, negative = inhibition, actives largely listed as inhibitors. hit rate 0.23% among 270,000. AID 1768; active = well fitted inhibition curve with a large enough effect in the polarisation, with a control signal flat, not every such curve was filed as active; inconclusive = small, poorly fitted or top-dose-only effect, or effect the other way, or a change in a side signal; inactive = no such curve, though single readings can be large or run the other way; the % refers to the polarisation; note: potency is the fitted concentration of half-maximal effect; % of control where 0% means no effect; many of its hits are not listed in these tables
# Target sequence (O00255 whole entry, looked up): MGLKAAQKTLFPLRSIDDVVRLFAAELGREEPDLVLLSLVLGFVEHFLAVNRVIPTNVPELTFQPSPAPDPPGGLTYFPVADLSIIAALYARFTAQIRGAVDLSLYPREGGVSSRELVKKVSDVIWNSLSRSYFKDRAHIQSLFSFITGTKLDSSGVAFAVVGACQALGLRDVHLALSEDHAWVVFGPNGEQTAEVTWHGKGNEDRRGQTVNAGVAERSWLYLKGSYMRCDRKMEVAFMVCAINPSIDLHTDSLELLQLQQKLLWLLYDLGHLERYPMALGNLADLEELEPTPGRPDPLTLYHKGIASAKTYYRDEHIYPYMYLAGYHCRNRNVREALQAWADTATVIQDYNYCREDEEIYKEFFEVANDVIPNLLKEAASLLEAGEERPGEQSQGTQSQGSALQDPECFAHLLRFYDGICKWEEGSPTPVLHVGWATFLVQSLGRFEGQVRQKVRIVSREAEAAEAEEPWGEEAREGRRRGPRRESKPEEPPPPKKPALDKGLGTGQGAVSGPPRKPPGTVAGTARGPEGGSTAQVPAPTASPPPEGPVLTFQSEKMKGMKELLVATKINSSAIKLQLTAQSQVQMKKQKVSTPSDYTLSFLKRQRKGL
# NPC1 prom act = NPC1 promoter activation; Huh7 NPC1 promoter luciferase reporter, 24 h; Potency, µM (top dose mostly 9.22 µM), for the others: at the highest dose activation, usual class: activators; hit rate 2.4% among 320,000; AID 485313;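 note: potency is the fitted concentration of half-maximal effect; % of control where 0% means no effect; nearly all actives have a fitted effect of over 60% in size; reporter is driven by a mutant NPC1 promoter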
#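 Huh7 reporter cells (NPC1 promoter driving luciferase) are dosed with compound for 24 h at 37 °C, 5% CO2; luciferase detection reagent is then added and luminescence measured after 10 min at ambient temperature.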
# PKM2 activator = PKM2 (human) enzyme activation. purified PKM2, Kinase-Glo ATP luminescence, activation; response scale: 0% is enzyme alone, no compound. Potency, µM (doses to about 57.5 µM), without a hit: top-dose activation, hits mostly activators. hit rate 0.34% among 260,000; note: potency is the fitted concentration of half-maximal effect; % is set by controls: 0 for no effect and ±100 for the full control effect; nearly all actives have a fitted effect of over 55% in size
#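 Kinase-Glo luminescence reports ATP generated from ADP (0.1 mM) and PEP (0.5 mM) by purified hPK-M2 after 1 h at room temperature, pH 7.2 imidazole buffer; intermediate enzyme activity allows detecting inhibitors and activators.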
# FLuc modulator = inhibits or activates purified firefly luciferase, miR-21 counter-screen; hit rate 6.9% among 360,000; Potency, µM (top dose mostly 57.5 µM), without a hit: at the top dose activity change, negative = inhibition, actives largely listed as inhibitors; P08659; AID 588342; purified FLuc, Km substrates, luminescence inhibition;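 note: potency is the fitted concentration of half-maximal effect; plate controls were vehicle for no effect and reference inhibitor for full effect; nearly all actives have a fitted effect of over 55% in size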
#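 Biochemical qHTS of compounds, final roughly 60 µM downward over six points, against 10 nM purified firefly luciferase using Km concentrations of substrates (10 uM D-luciferin, 10 uM ATP) in Tris acetate pH 7.5 buffer; luminescence output.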
# Active calls of the source: *; ? = inconclusive; . = not tested or not shown; [ ] = dose if it differs, or a comment. Unless noted, calls come from the whole dose curve; as a rule, active = well fitted curve in the direction sought with a large enough effect; inconclusive = small, poorly fitted or top-dose-only effect, or another doubt; inactive = no such curve, though single readings can be large; an effect the other way counts as inactive or inconclusive. Only part of the results is shown (hit frequency here may not be typical).
SMILES,RORg inh,BRCA1 expr up,Giardia kill,ELG1 genotoxic,Rab9 promoter act,Gal4-VP16 FLuc,p53 reactivator,Menin MLL FP TR,NPC1 prom act,PKM2 activator,FLuc modulator
COc1ccc(CCNC(=O)Cn2c(=O)oc3ccccc32)cc1OC,0.5%,3.8%,4.7,1.3%,8.9%,-5.0%,-10.3%,-9.1%,-5.5%,0.0%,4.3%
O=C(COC(=O)CCc1ccccc1)Nc1cc(S(=O)(=O)N2CCOCC2)ccc1N1CCCC1,14.6%,-1.9%,2.6,-4.7%,1.4%,3.9%,3.6%,-7.6%,-4.5%,-4.3%,-3.6%
Cc1nonc1NC(=O)CSc1ccc(-c2ccccc2)nn1,-14.6%,9.2%,2.2,0.9%,9.5%,6.4%,6.0%,15.8%,-1.4%,-6.7%,-16.0%
COc1ccc2c(c1)C1=NN(/C(C)=C/C(C)=O)C(c3cccc(F)c3)C1CC2 (configuration not stated),-4.5%,-55.0%,2.1,-0.1%,9.1%,14.2%,17.1%,-12.8%,-1.6%,8.8%,?
Cc1ccccc1NS(=O)(=O)c1cccc2nonc12,12.8%,-15.6%,-17.6,-0.7%,-3.4%,-8.8%,-2.6%,.,-1.1%,1.4%,1.6%
Cc1cc(C)n(/C(=C/N(C)C)C(=O)c2ccccc2)n1,-3.9%,-0.8%,19.7,1.5%,4.0%,4.4%,5.5%,2.7%,-0.9%,0.8%,-0.5%
Fc1ccccc1-c1nc(NCCCN2CCOCC2)c2ccccc2n1,29.9%,11.6%,24.8,-9.0%,-13.4%,-7.2%,-2.3%,-5.6%,-3.6%,2.6%,5.5%
Nc1ncnc2sc3c(c12)CCNC3,-0.2%,-1.0%,0.9,-0.3%,9.3%,3.4%,0.0%,-25.8%,5.5%,.,1.6%
CCOC(=O)C(NC=O)(NC(C)(C)C)C(=O)OCC,-2.1%[10 µM],0.3%,-17.6,0.5%,-0.5%,-1.6%,0.1%,-0.1%,-0.2%,?,-0.4%
O=C(C1COc2ccccc2O1)N1CCc2ccccc21 (configuration not stated),11.6%,11.2µM*,5.0,?,3.55µM*,17.9%,8.2%,-0.9%,3.55µM*,-5.3%,21.3µM*

# The final 2 compounds of the part above are carried over, then new ones follow.
SMILES,RORg inh,BRCA1 expr up,Giardia kill,ELG1 genotoxic,Rab9 promoter act,Gal4-VP16 FLuc,p53 reactivator,Menin MLL FP TR,NPC1 prom act,PKM2 activator,FLuc modulator
CCOC(=O)C(NC=O)(NC(C)(C)C)C(=O)OCC,-2.1%[10 µM],0.3%,-17.6,0.5%,-0.5%,-1.6%,0.1%,-0.1%,-0.2%,?,-0.4%
O=C(C1COc2ccccc2O1)N1CCc2ccccc21 (configuration not stated),11.6%,11.2µM*,5.0,?,3.55µM*,17.9%,8.2%,-0.9%,3.55µM*,-5.3%,21.3µM*
OCCN1CCN(CCCc2c3c(cc4c2CCC4)CCC3)CC1,-24.5%,-22.9%,16.3,-0.4%,-3.9%,-3.0%,-8.7%,-0.2%,0.7%,-4.5%,-2.0%
Cc1cccc(N2CCN(C(=O)c3ccc(NC(=O)C4CCCO4)cc3)CC2C)c1 (configuration not stated),-16.1%,0.5%,3.7,-3.2%,3.9%,9.8%,-7.8%,-7.1%,-0.5%,-2.2%,-1.2%
O=C(COc1ccc(S(=O)(=O)N2CCCCC2)cc1)N1CCCC1,-4.3%,7.7%,-13.2,.,1.5%,3.2%,.,18.2%,-6.6%,.,-0.1%
Cc1ccc(-c2cn3nc(C)c(C)nc3n2)cc1,7.94µM*,-62.9%,-10.2,?,0.178µM*,10µM*,-3.6%,10.0%,?,-1.9%,0.675µM*
COc1cccc(C2CC(c3c(Cl)cccc3Cl)n3nc(N)nc3N2)c1 (configuration not stated),?,3.4%,-3.4,-3.3%,-5.9%,-2.2%,1.3%,-25.3%,-4.5%,11.3%,-1.5%
CCn1c(Cn2nnc(-c3ccccc3)n2)nnc1SCC(=O)Nc1cccc(C(C)=O)c1,0.8%,7.8%,-10.1,-3.6%,7.2%,-0.9%,-2.3%,-2.4%,0.3%,0.0%,-2.0%
Cn1c(Cn2c(=O)sc3ccccc32)nnc1SCC(=O)Nc1ccc(F)cc1,?,0.0%,-2.8,0.3%,-2.9%,3.2%,3.9%,-27.5%,-3.2%,-0.4%,1.9%
O=C(O)c1ccc(N=C2NC(=O)C(CO)(CO)S2)cc1,26.2%,13.4%,16.9,-1.9%,3.2%,-5.7%,3.2%,3.7%,-5.8%,-0.4%[11.5 µM],-1.4%
Cc1nc(NS(=O)(=O)c2ccccc2)sc1C(=O)N/N=C/c1ccccc1,0.7%,-2.7%,8.3,2.6%,2.5%,18.0%,-0.6%,.,1.1%,-20.2%,9.53µM*
CCc1cc(=O)oc2cc(OCC(N)=O)c(Cl)cc12,5.9%,-14.1%,1.4,9.7%,-6.5%,-5.5%,2.3%,.,0.2%,-4.6%,0.1%
CCn1c(=O)c(C(=O)NNS(=O)(=O)c2ccc(C)cc2)c(O)c2ccccc21,-6.3%,-72.2%,7.1,-0.7%,-1.5%,-2.7%,-9.5%,0.7%,-5.2%,?,4.8%
COc1ccc(NC(=O)CNc2cc(S(=O)(=O)N3CCOCC3)ccc2NCC2CCCO2)cc1 (configuration not stated),42.8%,9.4%,-9.3,2.0%,-3.9%,1.6%,-3.3%,-8.4%,-1.8%,1.4%,0.0%
CCOC(=O)Cc1csc(NC(=O)COc2cccc(C)c2)n1,12.2%,7.2%,14.5,-1.5%,-1.1%,-2.2%,-2.6%,5.8%,2.8%,.,?
Cc1cc(=O)oc2cc(NC(=O)COc3cccc(C(F)(F)F)c3)ccc12,.,4.9%,-9.2,0.5%,-0.6%,.,4.2%,.,-3.4%,.,-1.5%
CC(C)CCN1C(=O)c2ccc(C(=O)OCn3nnc4ccccc4c3=O)cc2C1=O,-12.8%,-3.4%,-2.2,1.5%,-5.7%,-0.6%,8.8%,?,1.0%,0.4%,-1.6%
Cc1cccc(NC(=O)CN2CCN(C(=O)c3ccc(-c4nc5ccccc5s4)o3)CC2)c1C,.,-35.6%,44.7[activator],-1.9%,18.1%,.,13.3%,.,11.0%,.,23.9µM*
CCc1ccc(OCCn2cccn2)cc1,11.2%,54.1%,-19.4,?,7.4%,-10.0%,4.1%,-6.8%,13.2%,1.0%,?
CCc1ccccc1NC(=O)CSc1nc2c(c(-c3ccco3)c1C#N)CCCC2,-39.5%,-2.6%,-5.5,-0.3%,1.3%,3.0%,0.2%,11.1%,-1.6%,6.6%,8.4%
CCN(CC)CCn1c(=O)n(-c2ccc(Cl)cc2)c(=O)c2c3c(sc21)CN(C)CC3,21.3%,-43.0%,28.8,8.2%,-1.4%,0.1%,0.6%,.,-1.0%,3.4%,-1.4%
Cn1c(=O)c(=O)n(C)c2cc(N3CCCCC3)c(NS(=O)(=O)c3ccc(Br)cc3)cc21,22.9%,-17.2%,-26.5,-4.6%,-1.5%,-7.0%,-5.9%,.,-6.8%,.,4.2%
O=C(OCc1ccc(F)cc1)c1ccc2ccccc2n1,3.7%,0.9%,-16.9,3.1%,-0.2%,1.7%,0.5%,0.9%,1.0%,1.0%,19µM*
CC(=O)Nc1ccc(NC(=O)CCCCCn2nnc3ccccc3c2=O)cc1,-32.6%,-18.7%,16.9,0.2%,-1.1%,-27.7%,-0.5%,-5.0%,-2.0%,.,-1.1%
CCc1ccc(C(=O)CCC2CCCCC2=O)cc1 (configuration not stated),-1.9%,62.7%,-1.5,18.4µM*,?,-14.8%,13.6%,-10.9%,?,-6.2%,12µM*
O=C(Cn1c(=O)oc2ccccc21)Nc1ccc(Cl)cc1,18.2%[1.91 µM],0.3%,-4.7,-4.3%,-3.8%,5.0%,.,6.2%,-3.6%,-0.5%,-1.2%
CCN(C(=O)COc1cccc2cccnc12)C1CCS(=O)(=O)C1 (configuration not stated),-27.4%,1.8%,7.5,-0.3%,2.4%,-2.8%,0.6%,-19.6%,0.4%,-6.1%,-0.9%
CCC/C(=N/NC(=O)c1ccccc1Cl)c1ccccc1,-23.7%,13.6%,12.4,3.5%,-10.2%,26.5%,2.6%,-7.3%,-0.3%,0.7%,0.5%
CCCN(C(=O)CSc1nnc2ccccn12)C1CCS(=O)(=O)C1 (configuration not stated),.,1.6%,-14.1,0.7%,-6.4%,.,9.8%,.,-0.4%,.,-0.6%
O=C(/C=C/c1ccco1)N1CCN(S(=O)(=O)c2ccc(F)c(F)c2F)CC1,-18.1%,-17.6%,16.7,5.4%,2.9%,-0.6%,-0.1%,17.9%,-2.3%,?,6.2%
Cc1ccnc(NS(=O)(=O)c2ccc(NC(=O)/C=C/c3ccccc3)cc2)n1,43.7%,-1.3%,-4.2,0.2%,-3.9%,-13.3%,-0.3%,.,-0.1%,-7.7%,?

# Compound activity (PubChem)
